Bim-Mcl-1: disrupts Bim peptide binding to human Mcl-1; Q07820; Bead-based flow cytometry, Bim peptide-Mcl-1 binding; inhibition, % at 10 µM; 190,000 compounds, 0.1% hits; AID 1009; in the data active = inhibition above about 40%;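 also: 0% = no compound tracer wells and 100% = peptide blocker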
Target sequence (Q07820 whole entry, looked up): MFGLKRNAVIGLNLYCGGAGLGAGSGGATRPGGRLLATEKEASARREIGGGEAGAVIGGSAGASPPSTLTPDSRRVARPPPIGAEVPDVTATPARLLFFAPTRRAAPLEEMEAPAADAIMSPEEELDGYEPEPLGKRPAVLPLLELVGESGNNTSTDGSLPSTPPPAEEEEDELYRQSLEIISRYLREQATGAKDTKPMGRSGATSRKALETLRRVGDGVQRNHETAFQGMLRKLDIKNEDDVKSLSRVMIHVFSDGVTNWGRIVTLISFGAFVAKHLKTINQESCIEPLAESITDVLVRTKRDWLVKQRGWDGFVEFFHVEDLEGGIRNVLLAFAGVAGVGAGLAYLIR
Avidin bead fluor: avidin bead compound fluorescence profile; Avidin beads, compound fluorescence 488/530 nm, flow cytometry; active compounds read high; fluorescence (KMESF) at 10 µM; 220,000 compounds, 0.38% hits; in the data active = fluorescence above about 47; also: inactives centre near 10
Pf gamet viab: inhibitors of late stage P. falciparum gametocyte viability; P. falciparum stage V gametocytes, ATP luminescence, 24 h; inhibition, % at 10.9 µM; AID 743093; 150,000 compounds, 0.065% hits;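 active = inhibition above the mean plus 3 SD of compounds within the control limits, set per campaign, cut at about 38% in these data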;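 also: 0% = DMSO wells and 100% = medium only without gametocytes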
Mcl1 Bid PPI: Mcl-1/Bid interaction inhibition. 220,000 compounds, 0.97% hits. TR-FRET Mcl-1/Bid-Dy647 peptide binding, 1536-well. inhibition, % at 21.7 µM. Q07820;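 active = compounds that cut the binding signal by more than half at the single screening dose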;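 also: His-tagged Mcl-1 with europium anti-His antibody binding Bid BH3 peptide; 0% = Mcl-1 plus peptide wells and 100% = peptide-only wells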
ABCB1 inh: blocks JC-1 efflux by human ABCB1 transporter; P08183; CCRF-Adr cells, flow cytometry; inhibition, % at 6.6 µM; 190,000 compounds, 0.067% hits; AID 1326; in the data active = inhibition above about 40%;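 also: 0% = vehicle and 100% = reference inhibitor; higher value means more JC-1 retained so stronger ABCB1 efflux block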
RGS8-Gao reg: regulators of human RGS8-Galphao interaction. P09471. response (percent of control binding), % at 10 µM. 220,000 compounds, 0.34% hits. multiplexed bead flow cytometry, RGS8-Galphao binding; actives lie on both sides; in the data active = response below about 60% or above about 140%; inactive = in between;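 also: Galphao activated as the GDP aluminium fluoride complex binding bead-coupled RGS8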
Mcl1-Noxa inh: disrupts binding of human Mcl-1 to Noxa peptide | 220,000 compounds, 1.5% hits | TR-FRET Mcl-1/Noxa peptide binding, 2 h | Q07820 | inhibition, % at 21.7 µM | AID 1022;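 active = compounds that cut the protein-peptide binding signal by more than 50% relative to plate controls in a single-dose test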;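 also: His-tagged Mcl-1 with rhodamine Noxa BH3 peptide and terbium anti-His antibody; 0% = Mcl-1 plus Noxa peptide wells and 100% = peptide-only wells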
GSH bead fluor: GSH bead compound fluorescence profile; GSH beads flow cytometry, compound fluorescence 488/530 nm; active compounds read high; fluorescence (KMESF) at 10 µM; 190,000 compounds, 0.25% hits; AID 1776; in the data active = fluorescence above about 89;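 also: glutathione beads carrying GST-tagged Bcl family fusion proteins plus one bare bead set; values are compound well signal with DMSO vehicle wells as background; inactives centre near 16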
ABCG2 block: inhibitors of human ABCG2 transporter, ABCB1 counter-screen. IgMXP3 cells, JC-1 efflux, flow cytometry. inhibition, % at 6.6 µM. 190,000 compounds, 0.1% hits. Q9UNQ0;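 active = inhibition above 80%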;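 also: 0% = DMSO and 100% = nicardipine control wells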
Target sequence (Q9UNQ0 whole entry, looked up): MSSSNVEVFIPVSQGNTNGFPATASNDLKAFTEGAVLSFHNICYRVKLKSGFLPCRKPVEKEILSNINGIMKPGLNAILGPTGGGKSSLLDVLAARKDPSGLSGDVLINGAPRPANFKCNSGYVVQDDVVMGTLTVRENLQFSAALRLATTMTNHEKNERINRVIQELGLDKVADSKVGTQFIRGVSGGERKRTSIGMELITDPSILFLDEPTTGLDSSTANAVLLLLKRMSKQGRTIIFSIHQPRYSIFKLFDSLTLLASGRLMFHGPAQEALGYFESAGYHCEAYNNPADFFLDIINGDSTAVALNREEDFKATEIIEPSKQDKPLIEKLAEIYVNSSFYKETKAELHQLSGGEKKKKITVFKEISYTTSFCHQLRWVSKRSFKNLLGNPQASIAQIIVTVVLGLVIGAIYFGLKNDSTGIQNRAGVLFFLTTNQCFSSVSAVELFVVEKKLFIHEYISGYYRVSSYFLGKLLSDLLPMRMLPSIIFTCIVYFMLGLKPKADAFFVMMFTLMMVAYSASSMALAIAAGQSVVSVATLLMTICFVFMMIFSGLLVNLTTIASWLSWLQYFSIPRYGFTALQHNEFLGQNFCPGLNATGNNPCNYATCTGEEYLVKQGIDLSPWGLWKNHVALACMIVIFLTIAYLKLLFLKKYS
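Read-out basis: Efflux inhibition in percent versus controls | Test system: ABCG2 IgMXP3 and barcoded ABCB1 CCRF-Adr cell mix | Quantity: 3 million cells/mL in well | Schedule: 10 min at 25 °C | Control set: Nicardipine as high control, DMSO as low control | Reagent: JC-1 as fluorescent efflux pump substrate | Signal: Flow cytometry of retained JC-1 fluorescence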
RGS4-Gao reg: modulates binding of RGS4 to human Galphao; P09471; binding response (% of control), % at 10 µM; 220,000 compounds, 0.33% hits; Multiplexed bead flow cytometry; actives lie on both sides; in the data active = binding response below about 49% or above about 150%; inactive = in between;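 also: fluorescent Galphao activated with aluminum fluoride binding bead-coupled RGS4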
RGS7-Gao: human RGS7-Galphao interaction regulation. P09471. Multiplexed bead flow cytometry, RGS7-Galphao binding; actives lie on both sides. binding response (% of control), % at 10 µM. 220,000 compounds, 0.35% hits. AID 1439; in the data active = binding response below about 49% or above about 150%; inconclusive = no clear call, values can overlap the other calls; inactive = in between;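 also: fluorescent Galphao held in activated GDP-AlF4 state binding bead-coupled RGS7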
The depositor's hits bear a star; u = inconclusive; x = not tested or not shown.

structure | Bim-Mcl-1 | Avidin bead fluor | Pf gamet viab | Mcl1 Bid PPI | ABCB1 inh | RGS8-Gao reg | Mcl1-Noxa inh | GSH bead fluor | ABCG2 block | RGS4-Gao reg | RGS7-Gao
CCCCn1c(O)c(C=NCCCN(C)C)c(=O)[nH]c1=O | 2 | 25 | x | -22 | 0.6 | 95 | 19 | 15 | 2 | 87 | 84
Cc1cc(C)c[n+](-c2nc3ccccc3nc2[N-]S(=O)(=O)c2cccs2)c1 | -3 | 12 | x | -23 | 0.7 | 125 | -2 | 13 | 2 | 110 | 111
COc1cc(Cl)c(C)cc1NC(=O)CSCC#N | -1 | 5 | 12 | -6 | -0.2 | 105 | 17 | 21 | 6 | 101 | 100
Cc1ccc(Cl)c(OC(=O)c2ccc(N3CCOCC3)c([N+](=O)[O-])c2)c1 | -3 | 16 | -28 | 8 | 1.6 | 104 | 14 | 18 | 9 | 102 | 97
Cc1c(/C=N/NC(=O)C2(O)c3ccccc3-c3ccccc32)cnn1C | -2 | 0 | 10 | -8 | 0.5 | 72 | 6 | 7 | -1 | 83 | 87
CCc1nc2sc(C#N)c(N)c2c2c1CCCC2 | -4 | 23 | x | -10 | 0.4 | 101 | 20 | 17 | 4 | 102 | 101
CCOC(=O)Cc1csc(/N=C/c2c(O)n(-c3ccc(C)cc3C)c(=O)c3ccccc23)n1 | -2 | 6 | 21 | -41 | 0.6 | 104 | 9 | 7 | -2 | 102 | 107
COc1cc(CCC(=O)Nc2cc(C)cc(C)c2)cc(OC)c1OC | 2 | 26 | -9 | -1 | 0.1 | 112 | -5 | 10 | 3 | 112 | 111
O=C(CSc1nc2ccccc2n1CC(=O)N1CCCCC1)N1CCCCC1 | x | x | -5 | -82 | x | 104 | 14 | x | x | 98 | u
CCCCOc1ccc(C)cc1CN(CCO)CCO | 3 | 10 | x | -19 | 0.0 | 100 | -1 | 24 | 3 | 100 | 93
COCC(=O)Nc1nc(-c2ccccc2)ns1 | 4 | 7 | 0 | 6 | 0.3 | 100 | 23 | 24 | 1 | 102 | 94
CCOC(=O)c1c(C)[nH]c(C)c1C(=O)CSc1nc2ccccc2n1CC | 12 | 10 | x | -27 | 1.7 | 96 | -2 | 14 | 21 | 100 | 97
O=C(CCC(=O)N1CCN(c2ccccc2F)CC1)c1ccc(F)cc1 | x | 6 | 5 | -16 | x | 100 | 4 | x | x | 100 | u
CN1CCN(C(=O)/C=C/c2cn(-c3ccccc3)nc2-c2ccc3c(c2)OCCO3)CC1 | -1 | 13 | 7 | -25 | 7.0 | 104 | 16 | 15 | 10 | 104 | u
COc1ccc(C)cc1NC(=O)c1nnn(Cc2cc(C)ccc2C)c1N | -3 | 5 | x | -4 | -0.1 | 96 | -23 | 12 | 0 | 99 | 101
COC(=O)c1cccc(OC(N)=O)c1 | 2 | 7 | x | -20 | 0.2 | 98 | 14 | 6 | 1 | 100 | 100
O=C(O)CCC(=O)N1c2ccccc2NC2=C(C(=O)CC(c3ccc(F)cc3)C2)C1c1ccc([N+](=O)[O-])o1 (stereo unspecified) | -1 | 14 | -10 | -44 | 0.1 | 104 | 15 | 12 | 0 | 101 | 101
COc1cc(NC(=O)COc2c(C)cc(C)cc2[N+](=O)[O-])c(OC)cc1Cl | 0 | 12 | -2 | -9 | 2.2 | 103 | 10 | 13 | 28 | 92 | 91
CN(C)c1ccc(/C=N/NC(=O)c2ccn(C)n2)cc1 | x | 9 | 9 | -36 | x | 89 | 0 | x | x | 85 | u
Cc1ccc(C)c2[nH]c(=O)c(C(c3nnnn3C3CCCC3)N3CCOCC3)cc12 (stereo unspecified) | -4 | 9 | x | 12 | 1.6 | 99 | -2 | 32 | 2 | 96 | 97

(next part)
structure | Bim-Mcl-1 | Avidin bead fluor | Pf gamet viab | Mcl1 Bid PPI | ABCB1 inh | RGS8-Gao reg | Mcl1-Noxa inh | GSH bead fluor | ABCG2 block | RGS4-Gao reg | RGS7-Gao
Cc1nn(CC(=O)N/N=C/c2ccc3c(c2)OCO3)c(C)c1Br | -7 | 4 | -2 | -13 | -0.3 | 99 | -4 | 12 | 5 | 95 | 97
O=c1c(-c2ccccc2)c[nH]n1-c1cccc([N+](=O)[O-])c1 | 0 | 24 | x | 3 | 0.7 | 102 | 11 | 7 | 8 | 101 | 100
COc1ccc([N+](=O)[O-])cc1NC(=O)C(C)OC(=O)C1c2ccccc2Oc2ccccc21 (stereo unspecified) | -3 | 4 | -14 | -7 | 0.2 | 102 | -2 | 12 | 7 | 100 | 100
CCc1nc(NCCN)c(C#N)c2c1CSC(C)(C)C2 | 0 | 7 | -17 | -20 | 0.4 | 99 | -25 | 33 | 0 | 97 | 94
COc1cc2c(cc1OC)-c1cc(NC3CC3)nc(=O)n1CC2 | 2 | 21 | x | -7 | 1.2 | 102 | -3 | 9 | 5 | 111 | 105
CCSc1nc(C)nc2sc(C)c(C)c12 | x | 9 | -11 | -30 | x | 106 | -1 | x | x | 103 | u
CN1C(=O)NC(c2ccccc2)(C(F)(F)F)S/C1=C(/C#N)c1nnc(N2CCOCC2)n1-c1ccccc1 (stereo unspecified) | -4 | 4 | x | -2 | 0.1 | 101 | 10 | 10 | -1 | 104 | 100
CCOc1ccc(CN(C(=O)c2oc3cc(C)ccc3c2C)C2CCS(=O)(=O)C2)cc1 (stereo unspecified) | -4 | 10 | -17 | 2 | 2.1 | 103 | -6 | 8 | 5 | 106 | 99
O=S(=O)(c1ccc2ccccc2c1)N1CCC(c2nc(-c3ccncc3)no2)CC1 | -1 | 20 | -18 | 13 | 1.0 | 103 | 19 | 20 | 2 | 100 | 95
CCCOC(=O)c1ccc(NC(=O)CCC(=O)OCC)cc1 | 21 | 6 | -10 | 16 | 0.0 | 102 | 8 | 50 | 0 | 103 | 104
Cn1c(=O)n(Cc2ccc(F)cc2)c(=O)c2c1nc1n2CCCN1C1CCCCC1 | -1 | 8 | -17 | -33 | 0.4 | 99 | 12 | 6 | 1 | 98 | 100
O=c1cc[nH]c2cccc(Cc3ccccc3)c12 | 0 | 6 | 4 | 22 | 1.0 | 100 | 9 | 26 | 16 | 101 | 99
CCOC(=O)C1=C(C)N(c2ccccc2)C(=O)NC1c1cccc([N+](=O)[O-])c1 (stereo unspecified) | -2 | 17 | -6 | -7 | 7.2 | 111 | 11 | 10 | 14 | 105 | 103
CSc1n[nH]c(NCc2cccs2)n1 | -4 | 12 | x | -18 | -0.3 | 97 | -7 | 42 | 1 | 100 | 100
O=C(N/N=C/c1cccc(Cl)c1)c1c(O)c2c([nH]c1=O)CCCC2 | x | 5 | -30 | -14 | x | 96 | 7 | x | x | 88 | u
COC(=O)c1cc(Br)c(=O)n(Cc2ccc(C(=O)O)cc2)c1 | -2 | 28 | x | -1 | -0.3 | 100 | 1 | 18 | 0 | 98 | 100
CCOC(=O)c1ccccc1NC(=O)CN(c1ccc(OCC)cc1)S(C)(=O)=O | -4 | 9 | x | -1 | 1.7 | 82 | 12 | 12 | 10 | 90 | 93
O=C(N[C@H]1CC1c1ccccc1)c1ccc([N+](=O)[O-])cc1 (stereo partly specified) | x | 6 | -9 | -1 | x | 100 | -12 | x | x | 99 | u
Clc1ccc2nc(CSc3nc4ccccc4o3)cn2c1 | 1 | 25 | -3 | -9 | 0.0 | 99 | 3 | 14 | 0 | 95 | 99
O=C(Cn1cnc2ccccc2c1=O)Nc1nnc(SCc2ccccc2)s1 | -2 | 16 | x | -28 | 0.3 | 101 | 9 | 12 | 0 | 100 | 103

Next results.
The line under a structure holds: Bim-Mcl-1, Avidin bead fluor, Pf gamet viab, Mcl1 Bid PPI, ABCB1 inh, RGS8-Gao reg, Mcl1-Noxa inh, GSH bead fluor, ABCG2 block, RGS4-Gao reg, RGS7-Gao
COc1ccc(-c2[nH]ncc2-c2ccc(Cl)cc2)c(O)c1
 : -5, 26, x, 9, 1.2, 104, 14, 18, 16, 105, 105
CC1=C(C(=O)N(C)C)C(c2ccc(Cl)c(Cl)c2)NC(=O)N1 (stereo unspecified)
 : -2, 10, x, -7, 0.1, 101, 2, 25, 1, 98, 97
O=C(Nc1ccc(NC(=O)C2CC2)nc1)c1cccs1
 : 1, 5, 2, 4, 0.7, 100, 8, 19, 3, 96, 102
C=CCN1C(=O)C(Cc2ccc(F)cc2)S/C1=N/N=C/c1ccco1 (stereo unspecified)
 : -2, 7, 4, -12, -0.4, 84, -3, 4, -1, 94, 90
CC(=O)C1=C(C)NC(SCSc2ccccc2)=C(C#N)C1c1cccnc1 (stereo unspecified)
 : 2, 10, x, -35, 0.7, 98, 26, 50, 10, 83, 89
Cc1ccc(/C=N\NC(=O)Cc2cccn2C)o1
 : 0, 15, 5, -39, 0.9, 80, 8, 31, 3, 86, 78
OCC1(CCOc2ccccc2)CCN(CCCn2cccn2)CC1
 : 0, 11, 1, -48, 1.8, 103, -23, 13, 9, 107, 115
Nc1nc(Nc2ccccc2)nc2ccccc12
 : -1, 19, x, -7, 0.3, 100, 47, 15, 2, 103, 102
CNc1c([N+](=O)[O-])cnn1-c1cccc(Cl)n1
 : 4, 5, -8, -34, 0.2, 103, -6, 9, 0, 104, 106
Cc1ccc(NC2Nc3cc(C)nn3S2)c(C)c1 (stereo unspecified)
 : -3, 12, -4, -45, 0.3, 96, -14, 15, 2, 92, 89
Fc1ccc(CNc2nc3ccccc3n3nnnc23)cc1
 : 2, 5, x, -19, 0.3, 101, 4, 23, 3, 101, 101
Cc1ccc(CN2CCN(C(=O)c3ccco3)CC2)cc1
 : 0, 8, x, -11, 0.7, 105, -4, 19, 0, 100, 100
Cn1c(=O)c(-[n+]2ccccc2)c([O-])c2ccccc21
 : 7, 7, x, -6, 0.3, 95, 4, 56, 1, 103, 103
O=C(Nc1nc2c(cc3c4c(cccc42)CC3)s1)c1ccccc1Cl
 : -1, 11, 13, 22, 0.4, 103, -15, 12, 1, 103, 106
O=S(=O)(Nc1ccc(-n2cccc2)cc1)c1ccccc1
 : -6, 14, 3, -16, 0.2, 120, 0, 32, 1, 107, 106
Cc1cccc(C)c1Nc1c(-c2ccc(N3CCOCC3)cc2)nc2ncccn12
 : -1, x, x, 2, 1.0, x, 32, 17, 1, x, x
O=c1c2ccccc2nnn1CSc1nnc(COc2ccc(Cl)cc2)n1Cc1ccco1
 : -3, 12, -19, -10, 0.3, 98, 1, 10, 2, 92, 93
CCSc1nnc(NC(=O)c2cccc(OCc3c(C)noc3C)c2)s1
 : -4, 37, x, -23, 0.3, 107, 6, 27, 0, 108, 106
Cc1ccc(NC(=O)CSc2n[nH]c(-c3ccncc3)n2)cc1C
 : -2, 2, x, -11, -6.0, 93, 16, 20, -10, 95, 90

Just RGS7-Gao, ABCG2 block and RGS8-Gao reg, for some of the entries so far:
SMILES	RGS7-Gao	ABCG2 block	RGS8-Gao reg
Cc1cccc(C)c1Nc1c(-c2ccc(N3CCOCC3)cc2)nc2ncccn12	x	1	x
O=S(=O)(Nc1ccc(-n2cccc2)cc1)c1ccccc1	106	1	120

Bioassay records from PubChem BioAssay.
